Mcl1-Noxa inh: disrupts binding of human Mcl-1 to Noxa peptide. Q07820. TR-FRET Mcl-1/Noxa peptide binding, 2 h. inhibition, % at 21.7 µM. actives 1.5% (n = 220,000). AID 1022;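 active = compounds that cut the protein-peptide binding signal by more than 50% relative to plate controls in a single-dose test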;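 also: His-tagged Mcl-1 with rhodamine Noxa BH3 peptide and terbium anti-His antibody; 0% = Mcl-1 plus Noxa peptide wells and 100% = peptide-only wells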
Target sequence (Q07820 whole entry, looked up): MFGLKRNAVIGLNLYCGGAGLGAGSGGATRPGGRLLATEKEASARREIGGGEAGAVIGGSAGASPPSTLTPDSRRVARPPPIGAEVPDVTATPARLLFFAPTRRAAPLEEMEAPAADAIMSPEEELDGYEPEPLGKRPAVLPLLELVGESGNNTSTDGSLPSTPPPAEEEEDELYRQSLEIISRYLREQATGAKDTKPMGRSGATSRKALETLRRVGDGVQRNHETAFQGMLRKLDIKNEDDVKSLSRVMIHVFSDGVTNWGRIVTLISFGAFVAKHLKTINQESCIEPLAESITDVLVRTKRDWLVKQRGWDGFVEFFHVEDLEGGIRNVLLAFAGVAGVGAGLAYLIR
Rac1 mut GTP: alters GTP binding to activated mutant human Rac1. P63000. GST-Rac1 activated beads, fluorescent GTP binding, flow cytometry; actives lie on both sides; 100% means binding = to untreated wells. percent activity (GTP binding), % at 10 µM. actives 0.11% (n = 190,000). AID 764;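 active = GTP binding at least 20 percentage points away from the 100% baseline, in either direction, so actives lie on both sides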
Mcl1 Bid PPI: disrupts binding of human Mcl-1 to Bid peptide. Q07820. TR-FRET Mcl-1/Bid-Dy647 peptide binding, 1536-well. inhibition, % at 21.7 µM. actives 0.97% (n = 220,000). AID 1021;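 active = compounds that cut the binding signal by more than half at the single screening dose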;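 also: His-tagged Mcl-1 with europium anti-His antibody binding Bid BH3 peptide; 0% = Mcl-1 plus peptide wells and 100% = peptide-only wells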
RGS8-Gao: human RGS8-Galphao interaction regulation; multiplexed bead flow cytometry, RGS8-Galphao binding; actives lie on both sides; response (percent of control binding), % at 10 µM; actives 0.34% (n = 220,000); in the data active = response below about 60% or above about 140%; inactive = in between;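 also: Galphao activated as the GDP aluminium fluoride complex binding bead-coupled RGS8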
Target sequence (P09471 whole entry, looked up): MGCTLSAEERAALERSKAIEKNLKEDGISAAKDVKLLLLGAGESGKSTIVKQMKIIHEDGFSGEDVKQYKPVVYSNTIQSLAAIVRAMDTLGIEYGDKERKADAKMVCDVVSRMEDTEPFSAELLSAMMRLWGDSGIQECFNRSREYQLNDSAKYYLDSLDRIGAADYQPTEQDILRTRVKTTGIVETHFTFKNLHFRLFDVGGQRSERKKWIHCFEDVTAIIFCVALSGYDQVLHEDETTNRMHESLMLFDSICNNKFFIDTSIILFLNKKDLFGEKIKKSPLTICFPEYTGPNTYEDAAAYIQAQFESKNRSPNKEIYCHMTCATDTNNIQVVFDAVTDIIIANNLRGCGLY
Mcl-1 Bim block: inhibitors of Bim-Mcl-1 interaction, human. Q07820. actives 0.1% (n = 190,000). Bead-based flow cytometry, Bim peptide-Mcl-1 binding. inhibition, % at 10 µM; in the data active = inhibition above about 40%;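 also: 0% = no compound tracer wells and 100% = peptide blocker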
Rab2A wt mod: changes GTP binding to wildtype dog Rab2A, up or down | actives 0.19% (n = 190,000) | GTP binding activity, % at 10 µM | GST-Rab2 wt beads, Bodipy-GTP binding, flow cytometry | P61105;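 active = GTP binding activity at least 20 points away from 100%, either lowered or raised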;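 also: 0% = beads with excess unlabeled GTP and 100% = no-compound control corrected for plate trend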
Pf gamet viab: P. falciparum stage V gametocyte viability inhibition; P. falciparum stage V gametocytes, ATP luminescence, 24 h; AID 743093; actives 0.065% (n = 150,000); inhibition, % at 10.9 µM;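 active = inhibition above the mean plus 3 SD of compounds within the control limits, set per campaign, cut at about 38% in these data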;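 also: 0% = DMSO wells and 100% = medium only without gametocytes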
Rac1 wt GTP bind: alters GTP binding to wildtype human Rac1; AID 757; P63000; GST-Rac1 beads, fluorescent GTP binding, flow cytometry; actives lie on both sides; 0 = cold GTP competed, 100 = untreated; GTP binding activity (% of control), % at 10 µM; actives 0.27% (n = 190,000);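 active = GTP binding activity at least 20 points away from the 100% control level, either lower or higher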
Cdc42 wt: human Cdc42 wildtype GTP binding change, either direction; GST-Cdc42 beads, Bodipy-GTP binding, flow cytometry; actives lie on both sides; P60953; percent activity (GTP binding), % at 10 µM; actives 0.2% (n = 190,000);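 active = percent activity GTP binding at least 20 points away from the 100% baseline, either down as inhibitor or up as activator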;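 also: median bead fluorescence of bound Bodipy-FL-GTP at 100 nM; 0% = excess unlabeled GTP control and 100% = no compound control; below 100% means less GTP binding so inhibitor and above means activator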
Target sequence (P60953 whole entry, looked up): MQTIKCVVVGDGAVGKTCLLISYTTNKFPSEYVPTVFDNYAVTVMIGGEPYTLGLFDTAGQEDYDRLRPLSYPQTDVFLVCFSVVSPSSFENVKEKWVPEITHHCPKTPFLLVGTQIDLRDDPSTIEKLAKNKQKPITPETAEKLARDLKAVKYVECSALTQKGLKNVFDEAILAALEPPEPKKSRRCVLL
HRas wt GTP bind: human HRas wildtype GTP binding, change in either direction; GST-Ras wt beads, Bodipy-FL-GTP binding, flow cytometry; actives lie on both sides; GTP binding activity, % at 10 µM; actives 0.14% (n = 190,000); AID 759;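 active = GTP binding activity at least 20% away from the 100% baseline, either lowered as inhibitor or raised as activator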;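 also: 0% = unlabeled GTP competition control and 100% = no-compound control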
Target sequence (P01112 whole entry, looked up): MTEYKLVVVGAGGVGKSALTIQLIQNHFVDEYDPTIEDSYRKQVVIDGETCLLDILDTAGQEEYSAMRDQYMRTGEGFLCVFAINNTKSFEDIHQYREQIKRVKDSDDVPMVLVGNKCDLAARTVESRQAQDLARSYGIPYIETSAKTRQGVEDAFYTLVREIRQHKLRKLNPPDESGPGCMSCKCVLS
Rab7 wt GTP bind: alters GTP binding to wildtype dog Rab7; actives 0.055% (n = 190,000); GTP binding activity (percent of control), % at 10 µM; GST-Rab7 beads, fluorescent GTP binding, flow cytometry; actives lie on both sides; untreated = 100%, excess cold GTP = 0%;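 active = fluorescent GTP binding to Rab7 beads changed by at least 20 points from the 100% baseline, either direction, mostly lower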;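 also: median green fluorescence of bound Bodipy-FL-GTP per Rab7 bead population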
Numbers without * were called inactive; · = no result given.

SMILES	Mcl1-Noxa inh	Rac1 mut GTP	Mcl1 Bid PPI	RGS8-Gao	Mcl-1 Bim block	Rab2A wt mod	Pf gamet viab	Rac1 wt GTP bind	Cdc42 wt	HRas wt GTP bind	Rab7 wt GTP bind
COc1cc(/C=N/NC(N)=S)cc(Br)c1OCc1ccccc1F	15	100	-39	106	-4	100	·	104	98	101	98
O=C(NCc1ccncc1)Nc1cccc(Cl)c1	7	95	-9	105	1	96	-12	97	99	94	98
COc1ccc(C(=O)Nc2cc(C(F)(F)F)ccc2-n2cnc3ccccc32)cc1	-4	98	-13	92	-3	100	-8	101	101	100	101
COC(=O)c1cccc(NS(C)(=O)=O)c1C	-7	99	-26	100	2	99	-12	98	99	101	97
CCOC(=O)c1cc2c(n(-c3ccc(C)cc3)c1=O)CCCC2=O	-17	99	-4	100	0	99	-1	104	101	100	99
Cn1cc(C(=O)c2ccc(Cl)cc2Cl)cc1C(=O)N/N=C(\N)COc1cccc(C(F)(F)F)c1	-64	99	-49	101	-1	105	·	103	104	104	97
COc1cc(C(=O)Nc2cccc(-c3nc4ncccc4o3)c2C)cc(OC)c1OC	-13	99	-7	100	2	100	·	98	99	99	98
CCOC(=O)c1cc(-c2nnc(-c3ccc(Cl)cc3)o2)c(C)nc1C	6	98	-11	101	40*	96	·	101	98	97	98
CCN1CCN(C(=O)CN(C)S(=O)(=O)c2cc(C)ccc2OC)CC1	-8	96	0	108	-2	99	17	100	98	96	100
CC(=O)Nc1cccc(Oc2ncnc3scc(-c4ccc(C(C)C)cc4)c23)c1	12	96	17	101	-3	98	2	104	98	95	101
Cc1cccc(C)c1OCCCCn1cnc2ccccc2c1=O	-5	101	0	106	-2	103	-28	105	103	101	101
CC(C)(C)OC(=O)NCc1nc(N)n[nH]1	14	101	-6	99	-3	103	·	110	106	103	100
Cc1cc(C)cc(N(CCC#N)C(=O)CSc2nc3nc(C)cc(C)n3n2)c1	1	98	-34	97	0	101	-1	101	99	98	94
C[C@@H]1CN(Cc2nc(Cc3ccccc3F)no2)C[C@H](C)O1	12	95	-23	103	2	99	8	99	99	99	105
Cc1cc(-c2n[nH]c(=S)n2/N=C/C(Cl)=C/c2ccccc2)n[nH]1	25	85	-11	98	-4	85	·	85	92	77*	77*
O=C(Nc1ccc(NC(=O)c2ccco2)nc1)c1ccco1	-2	98	-13	99	-2	99	-1	102	97	97	109
CC(C)C(NC(=O)OCc1ccccc1)C(=O)OCC(=O)N1CCCCC1 (stereo unspecified)	-1	96	1	104	-2	98	-2	105	102	98	100
Cc1cc(C(=O)CN2C(=O)c3ccccc3C2=O)c(C)n1Cc1cccs1	15	99	-21	74	1	99	·	99	99	99	100
FC(F)Oc1ccccc1C1CC(c2ccc(Br)s2)Nc2ncnn21 (stereo unspecified)	32	98	14	111	-3	101	·	104	102	101	99
Cc1cccc(NC(=O)CSc2nnc(-c3ccccc3)n2N)c1C	0	99	2	100	6	101	·	104	102	99	101
CCc1ccc(CCC(=O)Nc2ncc(Cc3ccccc3Cl)s2)o1	8	100	-36	98	-3	100	-15	103	99	100	103
O=C(NCc1ccco1)c1cccnc1-c1nc2ccccc2s1	19	89	-4	90	2	93	-25	85	84	88	98
COc1cc(CCC(=O)OCC(=O)Nc2ccccc2C(C)C)cc(OC)c1OC	-19	101	1	91	0	100	·	106	104	101	102
O=C(Cn1c(C(F)(F)F)nc2ccccc21)Nc1ccccc1C(=O)O	8	95	-18	96	0	95	39*	97	95	94	96
CN(c1ccccc1)c1nc(N)c(C#N)c(CC#N)c1C#N	-2	99	-6	99	0	97	20	101	101	99	99

Single values from the results shown:
Under Mcl1 Bid PPI, O=C(NCc1ccncc1)Nc1cccc(Cl)c1 reads -9
Under Mcl-1 Bim block, CCc1ccc(CCC(=O)Nc2ncc(Cc3ccccc3Cl)s2)o1 reads -3

(next part)
SMILES	Mcl1-Noxa inh	Rac1 mut GTP	Mcl1 Bid PPI	RGS8-Gao	Mcl-1 Bim block	Rab2A wt mod	Pf gamet viab	Rac1 wt GTP bind	Cdc42 wt	HRas wt GTP bind	Rab7 wt GTP bind
Cc1ccc(N=C2SCCCN2C(=O)c2ccco2)cc1Cl	20	104	-24	108	0	103	·	109	108	105	105
O=C(Cn1nc2ccccc2n1)N/N=C/c1cc(Cl)cc([N+](=O)[O-])c1O	38	83	-39	96	3	86	0	89	81	86	91
Cc1noc(C)c1S(=O)(=O)N1CCC(C(=O)NCCc2ccc(S(N)(=O)=O)cc2)CC1	-11	100	-66	98	-8	104	·	107	108	101	102
Cc1ccc(C)n1-n1cnc2scc(-c3cccs3)c2c1=O	13	95	-82	99	2	98	·	101	98	99	98
CC1CN(c2ccc(Oc3ccccc3)cc2)c2nc3c(c(=O)[nH]c(=O)n3C)n2C1 (stereo unspecified)	8	101	-49	100	0	101	-24	106	105	102	98
CCSc1nnc(NC(=O)CCc2ccccc2)s1	-10	102	-19	101	1	99	·	106	105	101	99
CCCS(=O)(=O)Nc1cc(C(F)(F)F)ccc1OCCOC	14	96	1	104	-2	96	-27	99	98	98	95
COc1ccc(C)c2sc(N3CCCC3)nc12	2	103	-4	97	0	106	-11	104	108	105	96
CCOC(=O)CNC(=O)CSc1ccc2nnc(-c3ccc(F)cc3)n2n1	12	98	-6	98	1	94	-4	97	94	96	100
CC1CCN(C(=O)Cn2nc(C(F)(F)F)c3c2CCCC3)CC1	12	100	-21	100	0	101	14	102	104	101	100
COc1ccc(CC(=O)NNC(=O)CSc2ccc(C)cc2)cc1	18	99	-38	102	-1	97	0	98	97	93	93
OC1CN=C2C=CC=CN2C1 (stereo unspecified)	-9	98	-23	102	0	100	·	101	101	101	101
CCOc1ccc(NC(=O)C2CCN(C(=O)NC3CCCCC3)CC2)cc1	0	101	-2	103	-2	98	·	105	103	101	102
CC1CCCN(c2ccc(C(=O)NCc3ccc4c(c3)OCO4)cc2[N+](=O)[O-])C1 (stereo unspecified)	-1	99	-16	102	-2	98	3	102	101	98	99
O=C(CSc1ccc(-c2ccco2)nn1)N1CCCCC1	5	97	-31	100	-1	97	3	97	94	98	97
Fc1cccc(Cl)c1/C=N/Nc1c(Cl)cncc1Cl	17	96	5	105	-3	98	11	102	101	101	104
O=C(Nc1nnc(SCc2ccccc2)s1)c1cccc([N+](=O)[O-])c1	38	96	18	102	-5	97	0	103	100	98	100
CCOc1ccccc1CNCCOC	12	97	-15	99	-3	97	3	100	98	100	104
CC1=C(C(=O)NC2CCCCC2C)C2(CCC(C)CC2)OC1=O (stereo unspecified)	11	100	-12	104	0	100	·	103	104	98	98
O=C(CSc1nc2ccccc2s1)N/N=C/c1ccc(C(=O)O)cc1	13	91	-10	105	-1	96	-29	92	95	96	104
O=C(C1COc2ccccc2O1)N1CCN(c2ccccc2)CC1 (stereo unspecified)	-1	102	-21	101	-2	103	3	105	105	102	98
COc1ccc(C(=O)Nc2cccc(-c3nc4ncccc4o3)c2C)cc1OC	-1	99	-28	102	3	102	9	107	101	102	103
Cc1noc(C)c1COc1ncnc2ccccc12	10	99	-1	101	-1	99	-9	105	100	101	97
COC(=O)CCSCc1cn2cc(Cl)ccc2n1	16	102	-18	98	-3	105	·	106	107	107	99
Clc1cccc(/C=N\Nc2nccs2)c1	8	98	-58	103	2	99	·	109	103	102	102

Next section.
SMILES	Mcl1-Noxa inh	Rac1 mut GTP	Mcl1 Bid PPI	RGS8-Gao	Mcl-1 Bim block	Rab2A wt mod	Pf gamet viab	Rac1 wt GTP bind	Cdc42 wt	HRas wt GTP bind	Rab7 wt GTP bind
Cc1ccc(NC(=O)CSc2ncn[nH]2)cc1	-18	93	-28	105	3	99	8	91	97	95	97
NC(=O)c1oc2ccccc2c1NC(=O)C1CCCCC1	12	99	-7	98	-4	101	·	104	103	100	97
COc1oc(-c2ccccc2C)nc1C(F)(F)F	6	98	-17	100	-6	98	·	109	102	99	102
COC(=O)CNC(=O)c1c(-c2c(Cl)cccc2Cl)noc1C	20	95	-15	103	-1	95	·	98	99	96	95
CCN1C(=O)C(CC(=O)Nc2cc(C)ccc2C)SC1=Nc1ccc(S(N)(=O)=O)cc1 (stereo unspecified)	14	103	-29	98	1	99	6	112	106	102	100
COCCCNc1nc(-c2ccncc2)nc2ccccc12	-2	99	-26	101	-1	102	·	107	103	104	102
CC1SCC(=O)N(CC(=O)Nc2ccc3c(c2)OCCO3)C1=O (stereo unspecified)	17	97	-2	113	0	97	-7	101	101	99	93
CCc1cccc(CC)c1NC(=O)c1cccc(N)c1	13	96	2	101	-2	97	·	97	101	97	96
COc1cc(C(=O)O/N=C2\C=CC(=O)C=C2C)cc(OC)c1OC	15	99	-37	94	0	94	·	102	99	98	96
O=C(CCn1c2c(c3ccccc31)CCCC2)NNC(=O)c1ccccc1[N+](=O)[O-]	21	94	-63	100	-4	95	·	99	100	96	102
CCn1c(=O)c(C(=O)CN2CCN(Cc3ccc4c(c3)OCO4)CC2)c(N)n(Cc2ccccc2)c1=O	22	96	-10	102	-5	98	1	98	98	97	96
CN(CCO)c1c2c(nc3cc(-c4cccc(F)c4)nn13)CCCC2	17	97	1	101	2	98	·	99	94	97	97
COc1ccccc1NC(=O)CSc1nnc(C)n1CC1CCCO1 (stereo unspecified)	15	100	-3	102	-1	96	·	99	96	96	101
Cc1ccc(OCCOC(=O)c2nc3nccc(C)n3n2)cc1	-6	96	-19	107	-2	97	6	97	97	93	94
COc1cccc(CNC(=O)Nc2cccs2)c1	1	98	-37	98	-6	99	·	107	102	100	102
CCCCC1CCC(C(=O)NCc2ccc3c(c2)OCO3)CC1 (stereo unspecified)	3	97	-16	101	2	99	·	99	100	101	100
Cc1c(/C=N/NC(=O)C(NC(=O)c2ccc3c(c2)OCO3)C(C)C)c2ccccc2n1C (stereo unspecified)	-5	101	-2	97	-1	102	·	103	101	101	99
CC(C)(SC(=S)N1CCCCCC1)C(=O)O	22	93	7	88	10	94	35	95	90	94	98
O=C1OC(c2ccc(Cl)cc2)=N/C1=C\c1cccnc1	-2	93	-9	105	-8	96	18	92	93	94	94
CCOc1cc(NC(=S)NCCCN2CCOCC2)c(OCC)cc1NC(=O)c1ccc(C)cc1	19	96	-47	103	-1	100	-1	105	101	100	105
O=C(Oc1ccccc1)n1c(=S)oc2ccccc21	11	100	-11	106	-7	100	·	102	102	103	97
O=C(CSc1nc2ccccc2o1)NCc1ccco1	-8	98	-26	101	-2	102	·	101	105	105	101
Cc1cccc(C(=O)NCCN2CCN(c3ccccc3)CC2)c1	7	100	-3	99	0	100	3	104	104	101	98
COC(C(=O)Nc1c(F)cccc1F)c1ccccc1 (stereo unspecified)	10	93	-12	102	4	95	-1	94	95	96	93
Cc1ccc(Cn2nnc3c(=O)n(Cc4cc(C)ccc4C)cnc32)cc1	-1	102	4	104	-7	100	1	105	98	101	95
COc1cccc2cc(C(=O)N(Cc3cccs3)CC3CCCO3)c(=O)oc12 (stereo unspecified)	-9	95	-19	99	-3	98	7	102	99	100	97

High-throughput results (PubChem BioAssay)
